GRK2 aptamer HTS: compounds blocking aptamer binding on GRK2 – biochemical, human GRK2, bead flow cytometry, HTS, primary screen. Beta-adrenergic receptor kinase 1 (Homo sapiens), P25098. FAM-aptamer displacement from GRK2. inhibition of aptamer binding, % at 10 µM. 0.59% of 330,000 active. AID 488847, 2010;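 active = inhibition of aptamer binding above 40%, roughly 3 SD of noise, on plates passing a quality check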;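 also: median bead fluorescence of bound FAM aptamer so fluorescent compounds give negative values; no value below 0 was filed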
AGP1 TOR yeast: modulators of AGP1-GFP expression in yeast TOR pathway, primary screen, cell-based, multiplex flow cytometry, S. cerevisiae, MLPCN library; 3 h; GFP as percent of DMSO wells; GFP response vs DMSO, % at 10 µM; 0.02% of 320,000 active; AID 2066, 2009;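 active = GFP response relative to DMSO above a set limit, near screen average plus 3 SD, cut at about 150% in these data; inconclusive = fewer than 70 cells counted for the yeast strain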;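 also: median GFP channel fluorescence of the gated AGP1 strain per well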
GLD-1 TGE inh: GLD-1/TGE RNA complex disruptors, primary screen, biochemical, fluorescence polarization. purified GLD-1 + fluorescein TGE RNA. inhibition, % at 5.96 µM. AID 2280, 2010. 0.44% of 320,000 active;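 active = percent inhibition above a per-plate cutoff, the plate mean of test compounds plus 3 SD, cut at about 30% in these data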;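 also: 0% = DMSO wells with GLD-1 and probe and 100% = wells lacking GLD-1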
Bcl-xL primary: inhibitors of human Bcl-xL, primary screen, biochemical, fluorescence polarization, HTS; inhibition, % at 10.9 µM; GST-Bcl-xL / FITC-Bim BH3 peptide fluorescence polarization; Bcl-2-like protein 1 (Homo sapiens), Q07817; 0.7% of 320,000 active;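 active = inhibition above the mean of all tested compounds plus 3 SD, cutoff set per campaign, cut at about 30% in these data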;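 also: 0% = DMSO wells and 100% = unlabeled Bim-BH3 peptide competitor; inhibitors lower millipolarization by displacing the labeled peptide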
Target sequence (Q07817 whole entry, looked up): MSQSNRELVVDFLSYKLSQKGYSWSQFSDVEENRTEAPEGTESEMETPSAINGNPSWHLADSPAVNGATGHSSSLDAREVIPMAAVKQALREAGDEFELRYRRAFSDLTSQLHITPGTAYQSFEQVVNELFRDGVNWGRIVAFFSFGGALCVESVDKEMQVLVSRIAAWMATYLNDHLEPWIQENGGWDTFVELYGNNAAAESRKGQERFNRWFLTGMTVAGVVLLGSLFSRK
CIT2 TOR yeast: modulators of CIT2-GFP expression in yeast, primary screen, S. cerevisiae, GFP fusion, multiplex flow cytometry, MLPCN library; 0.065% of 320,000 active; GFP response vs DMSO, % at 10 µM; S. cerevisiae CIT2-GFP strain, 3 h; 100 means same as DMSO wells;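 active = GFP response relative to DMSO above a set limit, near the screen mean plus 3 SD, cut at about 150% in these data; inconclusive = Fewer than 70 cells measured for a yeast strain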;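 also: ratio of well median GFP fluorescence to mean of DMSO wells on the plate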
CR mimetic SO: reduction of superoxide in aged yeast, primary screen, HTS | 0.18% of 330,000 active | superoxide response (% of plate mean), % at 10 µM | AID 2690, 2010 | S. cerevisiae aged cells, superoxide DHE fluorescence; stronger effect = lower value;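 active = superoxide response under a set limit, about three screen SD below normal, cut at about 65% in these data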;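 also: yeast aged for seven days with compound at 30 °C before DHE staining; 100% = average MFI of all compound-treated wells on the plate with controls excluded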
MEX-5 binding: MEX-5 zinc finger RNA-binding disruptors – biochemical, C. elegans, fluorescence polarization, MLPCN library, primary screen. activity score (negative = inhibition of binding), % at 10 µM. MEX-5/FITC-TCR2 RNA binding; stronger effect = lower value. Zinc finger protein mex-5 (Caenorhabditis elegans), Q9XUB2. 0.38% of 300,000 active;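 active = inhibition past about -25% in most replicates, and total fluorescence under double the plate's negative control median, limit read from the data; inconclusive = replicates evenly split on the limit, or fluorescence at least double controls; inactive = too little inhibition in most replicates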;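 also: 0% = DMSO and -100% = 5 µM competing unlabeled TCR2 RNA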
Target sequence (Q9XUB2 whole entry, looked up): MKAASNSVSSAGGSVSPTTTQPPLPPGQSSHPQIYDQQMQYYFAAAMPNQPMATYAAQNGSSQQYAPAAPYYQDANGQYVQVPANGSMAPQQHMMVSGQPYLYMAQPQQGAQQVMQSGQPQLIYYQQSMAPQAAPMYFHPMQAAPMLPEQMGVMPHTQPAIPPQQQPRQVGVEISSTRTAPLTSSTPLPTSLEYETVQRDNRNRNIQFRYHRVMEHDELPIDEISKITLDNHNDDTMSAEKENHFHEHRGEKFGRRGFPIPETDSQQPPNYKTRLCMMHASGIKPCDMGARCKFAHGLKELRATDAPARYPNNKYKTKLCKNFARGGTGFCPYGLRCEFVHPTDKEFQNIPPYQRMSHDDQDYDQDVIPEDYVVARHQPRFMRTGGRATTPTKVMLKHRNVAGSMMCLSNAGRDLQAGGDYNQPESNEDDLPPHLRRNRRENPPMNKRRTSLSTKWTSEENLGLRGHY
MCL1 BIM primary: inhibitors of MCL1 binding to BIM-BH3, primary screen, biochemical, fluorescence polarization; GST-MCL1 / FITC-Bim-BH3 fluorescence polarization; inhibition, % at 10.9 µM; 0.68% of 320,000 active; AID 2057, 2009;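 active = inhibition above the mean inhibition of all tested compounds plus 3 SD, set per campaign, cut at about 40% in these data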;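 also: 0% = DMSO wells and 100% = unlabeled Bim-BH3 peptide control; higher means more loss of mP so more displacement of Bim peptide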
Target sequence (Q07820 whole entry, looked up): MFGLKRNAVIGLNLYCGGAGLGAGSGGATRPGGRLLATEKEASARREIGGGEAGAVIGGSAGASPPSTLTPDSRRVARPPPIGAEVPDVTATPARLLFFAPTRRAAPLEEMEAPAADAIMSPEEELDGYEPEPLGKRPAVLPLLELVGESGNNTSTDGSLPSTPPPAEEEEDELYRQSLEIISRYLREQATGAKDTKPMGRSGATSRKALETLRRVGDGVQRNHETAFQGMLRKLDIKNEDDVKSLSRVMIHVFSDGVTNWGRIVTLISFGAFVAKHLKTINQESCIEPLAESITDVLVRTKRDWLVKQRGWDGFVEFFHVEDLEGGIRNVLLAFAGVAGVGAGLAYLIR
VLA-4 inh: inhibition in human VLA-4 binding assay, primary screen, VLA-4 allosteric modulator project, MLPCN library, flow cytometry, VLA-4 expressing cells | Integrin alpha-4 (Homo sapiens), P13612 | inhibition, % (about 7 µM as worked out from the volumes in the protocol) | ligand binding flow cytometry | 0.2% of 330,000 active; in the data active = inhibition above about 50%
Starred values were filed as active, the others as inactive; i = inactive; ? = inconclusive; . = not tested or not shown.

SMILES	GRK2 aptamer HTS	AGP1 TOR yeast	GLD-1 TGE inh	Bcl-xL primary	CIT2 TOR yeast	CR mimetic SO	MEX-5 binding	MCL1 BIM primary	VLA-4 inh
O=C(NCc1ccc(F)cc1)C1CCN(S(=O)(=O)N2CCOCC2)CC1	1.0	100.9	7.4	9.0	96.7	97.5	1.5	4.2	10.9
O=C(CSc1nc(-c2ccccc2)cc(C(F)(F)F)n1)NCCN1CCOCC1	0.0	102.0	1.8	1.4	105.8	106.7	-0.5	3.7	-1.6
CCCCCC(=O)N/N=C/c1ccccc1[N+](=O)[O-]	4.0	102.4	9.1	2.0	100.2	111.5	1.7	7.5	-2.5
CSc1cccc(NC(=S)N2CCCN(Cc3ccccc3F)C2)c1	0.0	105.9	2.5	2.3	94.9	104.0	-3.6	3.4	2.3
CNc1cc(Cl)nc(SC)n1	0.0	95.1	9.9	3.4	92.0	107.8	-1.3	-11.6	2.8
CN(C)CCN(C(=O)c1ccc(C(=O)c2ccccc2)cc1)c1nc2cc3c(cc2s1)OCO3	0.0	99.9	16.5	6.8	100.7	107.8	1.0	5.9	-5.2
CC(=O)Nc1ccc(NC(=O)CC2CCCC2)cc1	0.0	?	-0.1	-8.0	?	99.3	0.7	-19.3	0.6
O=C(CSc1nncn1-c1ccccn1)Nc1ccccc1Cl	2.0	107.1	-4.3	3.0	100.8	100.7	0.2	1.9	-1.2
CCCc1cc(=O)[nH]c(SCC(=O)NC(=O)NC2CCCC2)n1	0.0	108.2	6.3	2.2	91.9	86.4	.	1.1	10.1
CC1(NC(=S)NCCCCCCNC(=S)NC2(C)CCS(=O)(=O)C2)CCS(=O)(=O)C1 (centres undefined)	0.0	113.5	-2.1	1.1	101.4	98.3	-1.3	-0.9	2.2
Cc1ccc(OCC(=O)Nc2ccc(-c3nc4ncccc4o3)cc2)c(C)c1	0.0	93.8	-4.5	-1.3	86.5	112.4	2.0	-2.6	-2.7
Cc1ccc(-c2cc3c(N=O)c4ccccc4c-3n[nH]2)cc1	0.0	94.9	-5.2	7.8	97.9	129.7	0.8	6.3	-10.0
Cc1cc(=O)c2cc(NC(=O)c3ccccc3Cl)ccc2[nH]1	0.0	112.1	-3.8	4.3	119.6	96.0	4.5	-10.3	30.7
O=c1c2ccccc2n(Cc2ccccc2F)c(=O)n1Cc1ccccc1F	0.0	99.9	2.0	6.6	.	98.2	1.4	7.4	-3.0
CS(=O)(=O)N1CCN(c2ccc(C(=O)NC34CC5CC(CC(C5)C3)C4)cc2[N+](=O)[O-])CC1	0.0	96.4	-0.5	4.9	98.5	84.3	.	6.7	12.0
CCOC(=O)c1c(C)c(C(=O)NCCOC)c(C)n1CC	1.0	102.4	3.2	4.5	100.7	84.4	1.4	4.4	-0.3
CCOCC(=O)N1CCCC(C(=O)OCC)C1 (centres undefined)	0.0	84.8	-3.1	3.9	84.8	107.4	1.7	1.2	-27.4
CN(C)c1ccc(/C=C2\Oc3ccc(C#Cc4cccc(N)c4)cc3C2=O)cc1	0.0	.	-96.7	.	.	83.6	.	.	i
COc1cc2nc(C(C)(C)C)oc(=O)c2cc1OC	1.0	101.0	4.5	-2.3	97.2	94.0	1.1	-7.6	-8.5
Cc1ccc2cc(-c3noc(C(C)(C)C)n3)c(=O)[nH]c2c1	0.0	106.2	-4.4	6.4	98.6	109.1	-0.6	5.8	7.0
CCCC(=O)Nc1nc(-c2ccccc2)c(CC)s1	6.0	92.0	-1.5	3.6	78.5	93.3	-1.4	3.4	1.2
CC1=C(C(=O)OC(C)(C)C)C(c2ccc(Br)cc2)NC(=O)N1CCCC(=O)O (centres undefined)	0.0	101.6	3.8	3.0	96.8	106.5	3.7	2.3	1.3
CC(C)(C)c1cc(Cl)ccc1OCCn1ccnc1	0.0	99.9	4.2	2.1	97.9	110.4	7.7	1.7	4.4
CS(=O)(=O)Nc1ccc(Cc2ccc(NS(C)(=O)=O)cc2)cc1	2.0	90.5	-4.5	8.4	90.8	87.6	-0.4	1.5	8.4
CC(C)C(NC(=O)C(Cc1ccccc1)NC(=O)OCc1ccccc1)C(=O)O (centres undefined)	2.0	98.4	-6.9	1.7	96.2	112.4	-0.4	3.3	-0.5

More results follow:
SMILES	GRK2 aptamer HTS	AGP1 TOR yeast	GLD-1 TGE inh	Bcl-xL primary	CIT2 TOR yeast	CR mimetic SO	MEX-5 binding	MCL1 BIM primary	VLA-4 inh
Cc1cc(C)cc(OCC(=O)NCCc2nc3ccccc3[nH]2)c1	0.0	103.3	-5.0	47.2*	108.2	83.0	-1.2	10.3	8.8
CCc1cc2cc(C)cc(C)c2nc1SCC(=O)NNC(=O)c1ccco1	3.0	99.2	-4.1	-1.7	98.8	106.2	3.9	4.0	5.0
CC(=O)c1sc(N/N=C\c2cccc(Br)c2)nc1C	2.0	86.8	-40.2	-10.9	97.6	103.8	-0.7	-19.2	-25.1
CCCC(=O)Nc1ccc(NC(=O)c2ccccc2OC)cn1	0.0	103.2	-2.5	0.5	100.4	85.0	0.1	-3.7	-11.1
O=C(Nc1ccc2c(c1)OCCO2)c1cnccn1	0.0	97.2	8.2	3.4	98.2	94.2	1.8	-3.7	11.9
CC(C)(C)NC(=O)NC(=O)CN1CCN(c2cccc(Cl)c2)CC1	0.0	97.3	-4.1	0.1	96.8	100.2	0.6	1.2	-3.8
O=C(COc1ncnc2ccccc12)N1CCN(S(=O)(=O)c2ccc(Cl)cc2)CC1	0.0	.	2.0	-0.7	98.1	84.9	0.3	-2.3	8.0
CC(=O)N1c2ccc(S(=O)(=O)N3CCC(C(=O)Nc4cccc(C)c4C)CC3)cc2CC1C (centres undefined)	2.0	105.8	0.7	3.2	103.3	120.8	-2.9	3.5	6.9
CCCC(C)NC(=O)COC(=O)c1cc(Br)c(Br)s1 (centres undefined)	0.0	96.0	6.5	6.0	102.3	118.2	2.3	-0.1	13.8
O=C(CCn1c(=O)oc2ccccc21)N1CCOCC1	3.0	97.1	1.3	3.1	.	96.1	-0.5	5.3	7.7
CC(NC(=O)c1ccc2ccccc2n1)c1ccc(Br)cc1 (centres undefined)	0.0	99.3	-6.4	-1.4	93.0	84.0	-2.1	1.3	0.2
CC(C)SC1=NC(C)(C)C=C(/C=C/c2ccc(Cl)cc2Cl)N1	2.0	107.7	-5.9	-2.8	97.1	105.5	2.1	-9.7	8.6
CSc1cc(C)n(-c2ccccc2C)c(=S)c1C(C)=O	4.0	104.0	0.0	5.2	100.3	86.1	-2.7	4.8	-4.2
O=C(CN1C(=O)C2C3C=CC(C3)C2C1=O)NCCN1CCCc2ccccc21 (centres undefined)	4.0	109.2	12.8	24.2	108.1	93.3	-5.2	20.4	31.9
C/C=C(\C)C(=O)NCCN1C2=NC[C@H](C)N2C[C@@H]1Cc1ccc(OC)cc1	.	.	4.0	0.4	.	.	2.0	2.7	.
CCOC(=O)C1(Cc2ccc(Cl)cc2)CCN(Cc2cn(CC)nc2C)CC1	0.0	96.7	-5.0	2.6	93.3	97.3	-0.9	0.1	9.5
CCCCCC1C/C(=N\O)C=C(C)C1C(=O)OC (centres undefined)	2.0	99.7	1.8	-1.1	96.6	95.8	-0.4	-4.7	-137.7
CC(=O)Nc1ccc(S(=O)(=O)NC(C)c2ccccc2)cc1 (centres undefined)	1.0	102.4	.	.	107.2	96.9	-2.5	.	-1.3
CC1CCCC(NC(=O)CCn2c(=S)oc3ccccc32)C1C (centres undefined)	0.0	102.2	4.8	1.4	97.0	117.4	0.3	2.2	-1.6
Cc1ccc2c(c1)C(=O)C(=O)N2Cc1ccc(Br)cc1	0.0	99.5	-1.6	.	93.9	116.7	.	.	-8.8
O=C(NCc1ccccn1)c1cc(-c2ccc(-c3ccccc3)cc2)nc2ccccc12	2.0	83.8	-14.2	-1.7	82.3	110.6	2.3	-3.3	10.2
CC(C)(C)C(=O)Cn1c(NCCCO)nc2ccccc21	6.0	113.4	5.6	5.7	108.1	112.4	1.4	4.9	10.7
O=C(CCC(=O)OCC(=O)c1ccccc1)Nc1cccc2cccnc12	1.0	91.3	5.0	-4.2	88.0	112.9	4.7	-4.1	-196.8
CCN(CC)Cc1c(O)ccc2c(=O)c(Oc3ccccc3OC)c(C)oc12	2.0	99.6	-4.0	-0.1	100.5	92.5	2.1	-1.4	0.5
Cc1ccc(OC(=O)c2ccc3nc(C)sc3c2)cc1	0.0	101.8	9.1	3.6	102.1	90.5	1.3	4.2	11.6

(list continues)
SMILES	GRK2 aptamer HTS	AGP1 TOR yeast	GLD-1 TGE inh	Bcl-xL primary	CIT2 TOR yeast	CR mimetic SO	MEX-5 binding	MCL1 BIM primary	VLA-4 inh
COc1ccccc1C(=O)NC(CCSC)C(=O)Nc1ccc(C)c(S(=O)(=O)N2CCOCC2)c1 (centres undefined)	0.0	102.0	0.7	.	104.3	82.9	.	.	0.8
O=C(N/N=C/c1cc([N+](=O)[O-])ccc1N1CCCCCC1)c1ccccn1	84.0*	96.9	3.0	1.9	94.0	85.9	-1.1	3.4	3.4
CC(=O)Nc1nc(C)c(CCCOc2ccc([N+](=O)[O-])cc2)c(=O)[nH]1	0.0	98.6	-2.1	4.5	105.9	107.2	-1.5	1.2	0.8
CCOC(=O)CNC(=O)COc1coc(CN2CCN(c3ccc(F)cc3)CC2)cc1=O	2.0	106.4	5.2	5.2	99.8	111.7	0.3	10.4	-0.7
COc1cc(NC(=O)CN2C(=O)NC(C)(c3ccc(OC(F)F)cc3)C2=O)cc(OC)c1OC (centres undefined)	0.0	109.0	2.0	-0.6	106.8	100.2	-3.6	-15.6	6.2
Cc1[nH]nc2c1C(c1cccs1)C(C#N)=C(N)O2 (centres undefined)	0.0	102.3	-0.3	2.1	101.6	106.1	-1.4	-6.1	2.8
COC(=O)CCn1nnc(-c2ccc(C)cc2)n1	1.0	100.3	5.5	2.5	103.1	101.7	2.8	7.7	-3.6
O=C(COC(=O)CCS(=O)(=O)c1ccccc1)Nc1ccc(N2CCCCC2)cc1	0.0	100.5	2.7	-4.1	88.5	79.6	.	-8.0	-17.1
Cc1nn(CC(=O)Nc2ccccn2)c(C)c1Br	0.0	95.6	5.0	7.0	104.0	96.8	-0.4	13.8	24.8
Cc1ccc(N(CCC(=O)N2CCOCC2)S(=O)(=O)c2ccccc2)cc1	0.0	96.5	2.4	4.5	97.4	91.3	.	3.8	2.1
Cc1nc2c3cnn(-c4ccccc4)c3ncn2n1	1.0	98.4	-5.0	2.2	105.3	94.9	0.2	1.6	-6.1

Compound profiles, as listed above. Values in the order: GRK2 aptamer HTS	AGP1 TOR yeast	GLD-1 TGE inh	Bcl-xL primary	CIT2 TOR yeast	CR mimetic SO	MEX-5 binding	MCL1 BIM primary	VLA-4 inh
CNc1cc(Cl)nc(SC)n1 reads 0.0	95.1	9.9	3.4	92.0	107.8	-1.3	-11.6	2.8
CC(C)(C)NC(=O)NC(=O)CN1CCN(c2cccc(Cl)c2)CC1 reads 0.0	97.3	-4.1	0.1	96.8	100.2	0.6	1.2	-3.8
